Assay outcomes as filed in PubChem BioAssay.
C2C12 statin: suppression of simvastatin myotoxicity; AID 602340; rescue of ATP level, % at 7.49 µM; 330,000 tested, 0.78% active; C2C12 myotubes + simvastatin, ATP luminescence, 48 h; scaled: DMSO 0, geranylgeraniol control 100;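 active = mean ATP rescue above about 67%, or every replicate alone reaching that limit, limit read from the data, passing the limit was not always enough; inconclusive = no clear call, values can overlap the other calls; inactive = mean under the limit and some replicate under it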;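 also: myotubes were challenged with 10 µM simvastatin during compound exposure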
PGC1a acetyl inh: lowers PGC1a acetylation signal in U2OS cells | AlphaScreen anti-acetyl-lysine; with virally co-expressed GCN5 acetyltransferase | inhibition, % at 15.6 µM | 350,000 tested, 0.17% active | AID 651687;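 active = every replicate shows inhibition of at least 40%; inconclusive = mean inhibition at least 40% but some replicate below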;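 also: 0% = neutral control wells and 100% = positive control wells; some results beyond the cut were filed as inactive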
Cneo AK release: causes C. neoformans cell lysis; lysis activity, % at 15 µM; 360,000 tested, 0.2% active; adenylate kinase release luminescence, 4 h; normalised: neutral wells 0, clomiphene wells 100;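 active = mean lysis activity across replicates of at least 80%, whatever share of replicates individually reach that level; inactive = mean lysis activity below 80%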
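Schedule: static 4 h at 37 °C with compound, 1 h detection; system: C. neoformans cells; benchmarks: Clomiphene as positive control; buffer or medium: fresh YPD medium; measure: luminescence rise reflecting yeast cell lysis; measured by: luminescent adenylate kinase detection reagent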
Xi reactivation: activators of X-chromosome reactivation in mouse fibroblasts; XiGFP mouse fibroblasts, % GFP-positive cells imaging, 3 d; cells co-treated with 5-aza-dC sensitizer; scaled so ellipticine positive control = 100%; activation, % at 7.58 µM; 360,000 tested, 0.055% active; AID 743238;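 active = mean normalized replicate activation at least 10% and every replicate at or above 10%; inconclusive = only one of the two criteria met; inactive = mean below 10% and not all replicates reach 10%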;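 also: 0% = median of on-plate neutral control wells and 100% = ellipticine 6 µM median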
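System: 68-5-11 XiGFP fibroblast line; Timing: 3 days compound exposure; Compound dosing: one concentration, pinned; Benchmarks: positive control ellipticine, 6 µM final; Buffer or medium: DMEM containing 5-aza-dC.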
SIRT5 block: sirtuin-5 (human) deacylase inhibition | Q9NXA8 | Purified SirT5, succinyl-peptide AMC, trypsin-coupled fluorescence | inhibition, % at 15 µM | 330,000 tested, 1.1% active | AID 652115; in the data active = inhibition above about 15%; inconclusive = no clear call, values can overlap the other calls
Target sequence (Q9NXA8 whole entry, looked up): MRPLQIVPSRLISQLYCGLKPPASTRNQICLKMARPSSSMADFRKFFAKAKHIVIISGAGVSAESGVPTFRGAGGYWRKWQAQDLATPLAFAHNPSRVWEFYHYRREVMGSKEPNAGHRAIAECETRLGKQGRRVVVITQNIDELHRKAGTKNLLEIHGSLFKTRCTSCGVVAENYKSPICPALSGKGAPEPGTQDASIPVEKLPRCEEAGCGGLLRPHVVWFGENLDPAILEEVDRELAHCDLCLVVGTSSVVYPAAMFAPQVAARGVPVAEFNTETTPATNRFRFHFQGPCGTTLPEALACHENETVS
ERAP1 HTS inh: blocks human ERAP1 aminopeptidase activity. Q9NZ08. recombinant ERAP1, Leu-AMC fluorescence, 60 min. inhibition, % at 10.7 µM. 340,000 tested, 0.15% active. AID 652197;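 active = mean replicate inhibition of at least 30%, or all replicates individually reaching that 30% level; inactive = mean below 30% and not every replicate reaching it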;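 also: 0% = neutral control wells and 100% = L-leucinethiol positive control wells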
LGR2 antag: inhibitors of bursicon-induced Drosophila LGR2 receptor cAMP signaling; 380,000 tested, 0.35% active; inhibition, % at 9.99 µM; HEK293 LGR2, CRE-luciferase, bursicon-stimulated, 4 h; AID 720647;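 active = drop in luminescence signal, shown as inhibition above about 50% in the replicate tests, limit read from the data, passing the limit was not always enough; inconclusive = probably only some replicates passing the limit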;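 also: agonist challenge used bursicon conditioned medium at about half maximal strength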
S100A4 MyoIIA: S100A4-myosin IIA interaction inhibition; P26447; S100A4/TAMRA-MyoIIA peptide fluorescence polarization; inhibition, % at 10.7 µM; 360,000 tested, 0.14% active; AID 652163;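 active = mean inhibition of at least 70% across replicates, with every replicate also reaching that level; inconclusive = mean inhibition reaches 70% but some replicates fall short; inactive = mean inhibition below 70%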
Target sequence (P26447 whole entry, looked up): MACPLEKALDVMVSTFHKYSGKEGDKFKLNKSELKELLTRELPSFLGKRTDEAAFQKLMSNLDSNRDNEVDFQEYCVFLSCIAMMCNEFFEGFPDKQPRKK
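Test system: S100A4 monomer protein. Medium: HEPES buffer with Ca2+, pH 7.2. Reagent: fluorescent myosin IIA peptide, 5 nM. Compound dosing: single-point compound testing. Timing: 5 min between mix addition and reading. Benchmarks: DMSO neutral and TFP positive wells.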
Active calls of the source: *; ? = inconclusive; . = not tested or not shown.

SMILES	C2C12 statin	PGC1a acetyl inh	Cneo AK release	Xi reactivation	SIRT5 block	ERAP1 HTS inh	LGR2 antag	S100A4 MyoIIA
Cc1ccc(OCC(=O)Nc2c(C)ccc3nsnc23)cc1	7	-6	0	0.0	1	-2	3	-6
COc1ccccc1CCn1cnc(-c2ccc(F)cc2)c1C(C)C	.	.	.	0.1	.	2	27	-8
COC(=O)c1cc(OC)c(OC)c(OC)c1NC(=O)c1ccc(S(=O)(=O)N(C)C)cc1	5	5	0	.	.	.	10	.
C[C@@H]1CN([C@@H](C)CO)C(=O)c2cc(-c3ccccc3F)cnc2O[C@H]1CN(C)Cc1ccccc1F	48	-4	-1	-0.1	4	4	-7	2
CCOC(=O)c1c2c([nH]c(=S)c1C#N)CCCC2	-3	6	2	0.2	-3	3	-1	-6
CO[C@H](CN(C)CC1CCOCC1)[C@@H](C)CN(C(=O)Nc1ccc(F)cc1)[C@H](C)CO	3	8	-1	0.0	-4	-3	7	6
Cc1ccc(S(=O)(=O)N(C)C[C@H]2OCCCC[C@H](C)Oc3ccc(NC(=O)Nc4ccc5c(c4)OCO5)cc3C(=O)N([C@H](C)CO)C[C@@H]2C)cc1	.	-8	-5	0.1	3	0	12	-2
O=c1[nH]cnc2scc(-c3ccc(Br)cc3)c12	.	-3	.	0.0	-3	-9	-26	-8
O=C(N=C1SC2CS(=O)(=O)CC2N1Cc1ccccc1)C1CCCO1 (stereo not drawn)	-2	-2	-1	0.0	0	2	1	18
CCC(=O)Nc1ccc2c(c1)C(=O)N(C)[C@@H]1CC[C@H](CC(=O)NCc3ccc(OC)cc3)O[C@H]1CO2	-21	5	0	0.0	1	0	0	-44
O=C(Nc1cccc(NC(=O)c2cccs2)c1)c1ccc(Br)o1	-25	2	4	0.0	1	-3	-7	-1
CC(C)NC(=O)N(C)C[C@H]1Oc2cc(C#Cc3ccccn3)ccc2S(=O)(=O)N([C@@H](C)CO)C[C@H]1C	10	-10	-3	0.5	4	4	-7	0
COC(=O)c1cc(S(=O)(=O)N2CCCCC2)c[nH]1	4	6	0	-0.1	-2	-1	5	-1
COC(=O)c1sc(S(=O)(=O)N2CC(C)OC(C)C2)c(C(=O)OC)c1C (stereo not drawn)	27	13	-2	0.0	-1	-2	.	4
O=C(Cc1ccc(Cl)cc1)Nc1ncccn1	?	?	0	0.8	-2	-14	19	3
COc1ccc(NS(=O)(=O)c2ccc3oc(SCc4ccc(F)cc4)nc3c2)cc1	.	2	-2	0.3	-5	0	16	7
Cc1cc(CNC(=O)COc2ccc(F)cc2)c2ccccc2n1	-1	.	0	0.0	2	-4	6	-2
Cc1nc(SCC(O)CO)c([N+](=O)[O-])[nH]1 (stereo not drawn)	-10	-19	-1	.	.	.	-2	.
COc1ccc2c3c([nH]c2c1)[C@H](CO)N(C(=O)c1cccc(F)c1)CC31CN(C(=O)c2cccc(F)c2)C1	.	.	.	0.3	-2	1	-11	2
O=C(N/N=C/c1cc(Cl)c(O)c(Cl)c1)c1cc2c(ccc3ccccc32)o1	-1	-17	0	-0.1	10	2	-4	-4
O=C(c1ccc(F)cc1)N1CCN(C2CC3CCC2C3)CC1 (stereo not drawn)	0	.	1	.	-7	-3	7	-7
COc1ccccc1NC(=O)c1cc(Cl)nnc1Cl	10	.	-1	-0.1	-2	-1	12	-7
CC(C)/C=C/CN1CCCC(N2CCN(c3cccc(Cl)c3)CC2)C1 (stereo not drawn)	-4	7	1	0.1	1	0	.	26
O=C(CSc1ccc(F)cc1)Nc1cccc(S(=O)(=O)N2CCOCC2)c1	-2	-3	0	0.1	-1	1	-2	-7
CC1CCN(C(=O)Cn2nnc(-c3ccccc3)n2)CC1	4	.	0	?	0	0	-17	-2
Cc1ccc(S(=O)(=O)N2CCN(Cc3ccccc3)CC2)c(C)c1N(C)S(=O)(=O)c1ccccc1	.	.	.	0.2	-2	-1	.	12
C[C@H]1CN([C@@H](C)CO)C(=O)Cc2cc(NS(=O)(=O)c3ccc(F)cc3)ccc2O[C@@H]1CN(C)C	-6	5	3	0.1	5	4	-14	2
CCn1cc(C(=O)NCC(OC)OC)c(=O)c2cc(S(=O)(=O)N3CCC(C)CC3)ccc21	7	-9	12	0.0	-1	-1	10	4
COCCN(C(=O)COC(=O)CCC(=O)c1cccs1)c1c(N)n(Cc2ccccc2)c(=O)[nH]c1=O	-12	-1	.	0.1	0	7	-5	4
CN1CCN(S(=O)(=O)c2cccc3nsnc23)CC1	10	.	-1	0.0	2	0	11	-2
CO[C@H]1CN(C)C(=O)c2ccc(NS(C)(=O)=O)cc2OC[C@@H](C)N(C(=O)C2CCC2)C[C@@H]1C	4	.	-2	-0.6	-2	-2	-4	-9
O=C(Nc1ccc(F)cc1)N1CCCCN2[C@H](CO)[C@@H](c3ccc(C#CC4CC4)cc3)[C@H]2C1	-69	-4	0	0.1	-2	-3	7	-10
O=[N+]([O-])c1nn(-c2ccc3c(c2)OCCO3)n(O)c1=Nc1ccc(Cl)cc1	16	-3	-7	.	0	2	34	-5
Cc1cc(C)c(OCCNC(=O)c2ccccc2Sc2ccccc2C#N)c(C)c1	-14	-6	.	0.0	-6	5	9	3
COc1ccc(NC(=O)Nc2ccc3c(c2)C(=O)N([C@@H](C)CO)C[C@H](C)[C@@H](CN(C)C(=O)Nc2ccc4c(c2)OCO4)OCCCC[C@H](C)O3)cc1	.	-10	1	1.4	8	2	9	0
C=CCNCC(=O)Nc1sc2c(c1C(=O)Nc1ccc(OC)cc1OC)CCC2	.	.	.	0.0	7	5	0	-5
CC(OC(=O)COc1ccccc1Cc1ccccc1)C(=O)N(C)c1ccccc1 (stereo not drawn)	-2	.	0	0.0	-5	3	-8	-7
Cn1c(=O)c(C(=O)NNC(=O)c2cccc(Cl)c2)c(O)c2ccccc21	-5	.	-1	-0.1	-3	-4	11	2
COc1cc(C=O)ccc1OC(=O)c1cccnc1	2	-3	-3	0.2	4	1	-12	-4
COc1ccccc1NS(=O)(=O)c1cccc(C(=O)N/N=C/c2ccc(OCC(=O)O)cc2)c1	.	.	.	0.4	4	1	19	-4
CN1c2ccc(-c3ccccc3F)cc2[C@@H]2[C@@H](CCN2C(=O)Cc2ccccn2)[C@@H]1CO	11	2	-3	0.0	0	-3	2	-7
C[C@H]1CN([C@@H](C)CO)C(=O)c2cc(/C=C/c3ccccc3)cnc2O[C@H]1CN(C)C	7	3	-1	-0.7	-21	-1	-11	5
O=C(C1CCC1)N1CCCCN2[C@@H](CO)[C@@H](c3ccc(C#CC4CCCC4)cc3)[C@@H]2C1	.	-8	3	.	2	-2	.	-15
O=C(O)CNS(=O)(=O)c1ccc2c(c1)CCCC2	0	4	4	-0.1	-6	1	9	0
CO[C@@H]1CN(C)C(=O)c2cc(NS(C)(=O)=O)ccc2OC[C@H](C)N(C)C[C@@H]1C	-6	10	0	-0.4	-3	-4	-4	10
O=C(OCC(=O)N1CCCCC1)c1ccccc1SCC(=O)N1CCCCC1	10	-3	2	0.1	-2	1	3	-4
Cc1ccc(S(=O)(=O)Nc2ccc3c(c2)C(=O)N([C@@H](C)CO)C[C@H](C)[C@H](CN(C)S(=O)(=O)c2ccccc2)OCCCC[C@H](C)O3)cc1	.	-6	-2	0.1	9	1	9	-18
Cn1c(C(=O)OCC(=O)NCCc2ccccc2)cc2sccc21	-15	-3	0	.	0	2	3	-3
COc1ccccc1S(=O)(=O)N(C)C[C@H]1OCc2ccccc2-c2ccccc2C(=O)N([C@@H](C)CO)C[C@@H]1C	21	1	-2	0.3	7	-2	-6	-4
C=CCn1c(O)c(C2=c3ccccc3=NC2=O)sc1=Nc1ccc(O)cc1	.	-5	6	-0.1	-1	-3	14	2
Cc1nc(N2CCC(C)CC2)c2c(C)c(C(=O)Nc3ccc(C(F)(F)F)cc3)sc2n1	.	.	.	0.2	-9	-2	22	3
O=C(O)/C=C/C(=O)NCc1ccccn1	.	9	.	0.4	-2	-4	10	0
CN(C)/C(CN1CCCCC1)=C1\N=C(c2ccccc2)OC1=O	.	34	12	.	4	-1	2	5
N#CCNC(=O)c1cccn1-c1ncc(C(F)(F)F)cc1Cl	3	-10	.	0.0	1	5	.	2
COC(=O)c1ccc2c(=O)n(CCCCCC(=O)NC3CCCCC3)c(=O)[nH]c2c1	.	.	.	-0.2	-1	-1	.	6
COC(=O)c1ccc(NC(=O)c2ccc(NC(=O)c3ccco3)cc2)cc1	-21	.	1	0.0	-2	2	15	-1
N#Cc1cccc(-c2ccc3c(c2)[C@@H]2[C@@H](CCN2S(=O)(=O)c2ccccc2)[C@@H](CO)N3)c1	-17	2	-9	-0.1	2	-1	14	-2
CCCC#Cc1cnc2c(c1)C(=O)N([C@@H](C)CO)C[C@@H](C)[C@H](CN(C)C(=O)c1cnccn1)O2	12	-12	-4	-0.4	-1	-1	-24	-4
O=C(Cc1cccc2ccccc12)Nc1ccccc1	.	.	.	0.0	.	-1	-3	-3
CCOc1ccccc1-c1noc(CCCC(=O)NC2CCCCC2)n1	.	2	0	0.0	-3	-3	7	-1

(continued)
SMILES	C2C12 statin	PGC1a acetyl inh	Cneo AK release	Xi reactivation	SIRT5 block	ERAP1 HTS inh	LGR2 antag	S100A4 MyoIIA
CC(C)CN(C(=O)c1ccco1)c1nc2ccccc2s1	.	.	.	0.0	-4	-1	-18	-4
COc1cccc(C2/C(=C(/O)c3ccccc3)C(=O)C(=O)N2Cc2ccco2)c1 (stereo not drawn)	.	-1	1	0.0	1	2	.	5
COc1ccc(S(=O)(=O)Nc2ccc3c(c2)CC(=O)N([C@H](C)CO)C[C@H](C)[C@H](CN(C)S(C)(=O)=O)O3)cc1	16	-5	-1	-0.1	-3	2	-20	-26
CCc1nc2c(OCCOc3ccccc3)cccn2c1N(C)C(=O)c1ccc(OC)cc1	1	-2	6	0.3	-2	0	10	0
COc1ccc(Cn2c(C)nc3c(c2=O)c2nc4ccccc4nc2n3Cc2ccco2)cc1	8	7	1	.	2	-3	-18	-4
O=S1(=O)CC(N2CCN(Cc3ccccc3F)CC2)CN1Cc1cn(Cc2ccc(F)cc2)nn1 (stereo not drawn)	.	.	.	0.2	-3	.	-3	-1

Reprinted at random: two compounds from above.
SMILES	C2C12 statin	PGC1a acetyl inh	Cneo AK release	Xi reactivation	SIRT5 block	ERAP1 HTS inh	LGR2 antag	S100A4 MyoIIA
COc1ccc(Cn2c(C)nc3c(c2=O)c2nc4ccccc4nc2n3Cc2ccco2)cc1	8	7	1	.	2	-3	-18	-4
CCc1nc2c(OCCOc3ccccc3)cccn2c1N(C)C(=O)c1ccc(OC)cc1	1	-2	6	0.3	-2	0	10	0

3 compounds out of the list, arranged by formula weight, largest number first:
SMILES	C2C12 statin	PGC1a acetyl inh	Cneo AK release	Xi reactivation	SIRT5 block	ERAP1 HTS inh	LGR2 antag	S100A4 MyoIIA
CCc1nc2c(OCCOc3ccccc3)cccn2c1N(C)C(=O)c1ccc(OC)cc1	1	-2	6	0.3	-2	0	10	0
COC(=O)c1ccc2c(=O)n(CCCCCC(=O)NC3CCCCC3)c(=O)[nH]c2c1	.	.	.	-0.2	-1	-1	.	6
Cn1c(=O)c(C(=O)NNC(=O)c2cccc(Cl)c2)c(O)c2ccccc21	-5	.	-1	-0.1	-3	-4	11	2

A portion of the library (hit frequency here may not be typical).
